ADAM10 inh: ADAM10 inhibition, QFRET primary screen. recombinant ADAM10, EDANS/DABCYL FRET peptide cleavage, 3 h. inhibition, % at 7 µM. actives 0.62% (n = 370,000);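 active = inhibition above a per-campaign cutoff equal to the mean of compounds falling between control-based bounds plus 3 SD, cut at about 20% in these data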;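 note: 0% = DMSO wells while the 100% control is not disclosed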
KLK7 zymogen act: activates the human kallikrein-7 zymogen | actives 0.9% (n = 370,000) | P49862 | purified proKLK7, EDANS-DABCYL substrate fluorescence; 100% is mature enzyme control, 0% vehicle | AID 652039 | activation, % at 7 µM;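 active = activation above the mean of all tested compounds plus 3 SD, computed per campaign excluding outliers beyond control limits, cut at about 13% in these data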
Tn6 DDE FP: inhibitors of Tn6 peptide binding to human fibrin DD(E). actives 0.21% (n = 370,000). Fibrin DD(E) TRITC-Tn6 fluorescence polarization displacement. inhibition, % at 8.3 µM. P02675;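 active = inhibition above a per-campaign cutoff: mean of compounds within control limits plus 3 SD, cut at about 15% in these data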;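 note: 0% = median of all compound wells on the plate and 100% = blocking peptide control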
Tn7 DDE FP: disrupts Tn7 cyclic peptide binding to fibrin D-Dimer-E complex. P02675. actives 0.13% (n = 370,000). FP displacement of FITC-Tn7 peptide from fibrin DD(E); 0% = median of compound wells per plate. inhibition, % at 8.3 µM;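 active = inhibition above the mean of compounds falling within the control limits plus 3 SD of them, cut at about 14% in these data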;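 note: 0% = plate median of compound wells and 100% = 10 µM Aha-Tn7 peptide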
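Assay system: human fibrin DD(E). Input: DD(E) 2 µM final. Medium: Tris buffer with calcium and detergent, pH 7.8. Compound dosing: single point at 8.3 µM. Timing: 10 min plus 3 h, room temperature. Technique: fluorescence polarization of the labelled Tn7 tracer. Read-out: percent inhibition. Replicates: singlicate testing.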
ADAM17 inh: inhibitors of human ADAM17; P78536; recombinant ADAM17, EDANS/DABCYL FRET peptide cleavage; inhibition, % at 6.95 µM; actives 0.83% (n = 370,000); AID 720648;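 active = inhibition above the mean of compounds lying between control limits plus 3 SD, set per campaign, cut at about 8.5% in these data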;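 note: 0% = DMSO-only wells as the low control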
ASAP1 inh: blocks human ASAP1-stimulated Arf1 GTP hydrolysis; Q9ULH1; GDP FP detection; inhibition, % at 16.5 µM; actives 0.19% (n = 360,000); AID 624377; in the data active = inhibition above about 25%;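 note: 0% = vehicle with enzyme and substrate and 100% = no enzyme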
PLC-gamma1 inh: blocks human PLC-gamma1 enzyme activity. purified PLC-gamma1, fluorogenic substrate, fluorescence. inhibition, % at 12.2 µM. actives 0.84% (n = 370,000); in the data active = inhibition above about 9.5%
Target sequence (P19174 whole entry, looked up): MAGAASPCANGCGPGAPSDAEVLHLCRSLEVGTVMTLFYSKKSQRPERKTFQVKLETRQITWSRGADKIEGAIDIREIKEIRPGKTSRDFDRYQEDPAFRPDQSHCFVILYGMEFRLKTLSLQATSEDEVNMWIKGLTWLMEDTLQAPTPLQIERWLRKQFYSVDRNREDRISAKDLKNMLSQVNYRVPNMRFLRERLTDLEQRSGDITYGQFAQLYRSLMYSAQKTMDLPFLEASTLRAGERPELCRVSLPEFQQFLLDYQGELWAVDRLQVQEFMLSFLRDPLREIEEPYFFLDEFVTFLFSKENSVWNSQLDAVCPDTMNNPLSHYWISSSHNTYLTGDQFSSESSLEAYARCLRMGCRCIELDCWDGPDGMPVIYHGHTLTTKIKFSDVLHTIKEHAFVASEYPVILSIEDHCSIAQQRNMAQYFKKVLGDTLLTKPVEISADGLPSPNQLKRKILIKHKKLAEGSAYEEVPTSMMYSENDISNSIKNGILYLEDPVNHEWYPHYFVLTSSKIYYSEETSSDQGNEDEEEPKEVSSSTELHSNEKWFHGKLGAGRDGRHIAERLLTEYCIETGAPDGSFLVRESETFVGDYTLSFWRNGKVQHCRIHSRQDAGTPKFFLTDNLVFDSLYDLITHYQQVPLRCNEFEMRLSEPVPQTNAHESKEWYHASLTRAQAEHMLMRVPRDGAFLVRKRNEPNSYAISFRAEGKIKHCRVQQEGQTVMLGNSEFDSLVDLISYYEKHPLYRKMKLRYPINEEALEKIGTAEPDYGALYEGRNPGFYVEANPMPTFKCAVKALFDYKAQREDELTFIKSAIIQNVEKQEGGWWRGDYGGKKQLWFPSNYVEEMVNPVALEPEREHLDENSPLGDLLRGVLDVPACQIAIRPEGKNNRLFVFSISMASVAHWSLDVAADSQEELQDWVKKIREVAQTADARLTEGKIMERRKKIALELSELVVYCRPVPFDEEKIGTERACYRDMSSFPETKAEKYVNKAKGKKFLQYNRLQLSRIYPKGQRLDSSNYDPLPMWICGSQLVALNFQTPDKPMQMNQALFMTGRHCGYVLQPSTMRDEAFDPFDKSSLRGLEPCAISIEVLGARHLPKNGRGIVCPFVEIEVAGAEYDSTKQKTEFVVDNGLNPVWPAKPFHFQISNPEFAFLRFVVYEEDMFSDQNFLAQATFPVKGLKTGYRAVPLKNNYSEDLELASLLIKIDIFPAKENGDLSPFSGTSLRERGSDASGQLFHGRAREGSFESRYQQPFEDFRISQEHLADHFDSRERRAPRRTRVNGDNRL
TDP2 inh: TDP2 (human) inhibition, absorbance primary screen. O95551. recombinant TDP2, T5PNP hydrolysis, p-nitrophenol absorbance 415 nm. inhibition, % at 12.8 µM. actives 0.34% (n = 370,000);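 active = inhibition above the mean of all tested compounds plus 3 SD, set per campaign, cut at about 25% in these data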;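 note: 0% = DMSO with enzyme and 100% = buffer with substrate but no TDP2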
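Read-out basis: percent inhibition. System: recombinant human TDP2. Buffer or medium: Mg2+-containing Tris-HCl buffer, pH 7.5. Repeats: single replicate. Timing: reaction 2 h, 37 °C. Benchmarks: high control without enzyme, low control DMSO plus TDP2. Probe or stimulus: 5 mM T5PNP. Doses: 12.8 µM only. Measured by: epi absorbance of p-nitrophenol freed from T5PNP by hydrolysis.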
ARFGAP1 inh: inhibitors of rat ARFGAP1; Q62848; Arfgap1-stimulated ARF1 GTP hydrolysis, GDP FP detection; inhibition, % at 16.5 µM; actives 0.26% (n = 360,000); AID 651572;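 active = inhibition above a per-plate limit, mean inhibition of low control wells plus 3 SD, cut at about 25% in these data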;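 note: 0% = DMSO wells with enzyme and 100% = wells lacking Arfgap1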
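Assay system: purified rat His6-Arfgap1 residues 1-136 (GAP domain); Reagent: human Δ17 ARF1 bound to GTP; Dosing: 16.5 µM single point, 1.26% DMSO; Times: GTP hydrolysis reaction 2 h at 25 °C; Signal: FP, GDP Alexa 633 tracer displaced from anti-GDP antibody, 620/688 nm; Measure: % inhibition from polarization.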
LEDGF integ inh: blocks HIV-1 LEDGF/p75-dependent DNA integration | inhibition, % at 3.7 µM | TR-FRET IN-LEDGF/p75 DNA integration, Eu/Cy5 | actives 0.64% (n = 370,000);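 active = inhibition above the screen-wide mean plus 3 SD, cut at about 13% in these data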;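 note: signal is the Cy5 over europium emission ratio at 671 and 618 nm; 0% = plate median of compound wells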
* hit, by the source's call; i = inactive; . = not tested or not shown. Compounds were not picked by outcome, and some 4.2% of all compounds hit somewhere here.

Start of the data: the first ten entries as a preview:
SMILES	ADAM10 inh	KLK7 zymogen act	Tn6 DDE FP	Tn7 DDE FP	ADAM17 inh	ASAP1 inh	PLC-gamma1 inh	TDP2 inh	ARFGAP1 inh	LEDGF integ inh
Cc1ccc(-c2cccc(C3CC=CC4C3C(=O)N(Cc3ccccc3)C4c3ccc(C(F)(F)F)cc3)c2)cc1 (stereo not drawn)	-2	0.5	-10	-2	-1	8	-19	-7	0	-2
COCCn1nnnc1C(c1ccc(OC)c(OC)c1)N1CCN(C(=O)c2ccco2)CC1 (stereo not drawn)	-4	0.2	7	-5	-2	1	-1	17	-9	-2
CC(NC(=O)OCc1ccccc1)C(=O)Oc1cc2oc(=O)cc(-c3ccccc3)c2cc1Cl (stereo not drawn)	-305	24*	-5	5	-90	-3	i	0	-5	1
CN1C(=S)SC(N(O)C(=O)Nc2ccc(Cl)c(Cl)c2)C1(C)C (stereo not drawn)	17	0.6	-4	2	6	-18	3	-2	7	-1
COc1cc(S(=O)(=O)NCC(c2ccco2)N2CCCCC2)ccc1NC(C)=O (stereo not drawn)	-1	0.4	-6	-5	0	0	2	6	-2	2
CCCc1nc2c(C)cc(Br)cn2c1Cc1ccccc1	-14	0.3	3	4	-2	-13	-5	-5	7	-1
Nc1ccc(NC(=O)Nc2ccc(N)cc2)cc1	-2	-0.7	1	-2	-3	-6	-1	-1	1	-2
COc1ccc(NC(=O)CS(=O)CC(=O)Nc2cc(Cl)ccc2OC)cc1 (stereo not drawn)	2	0.1	-3	2	3	-18	0	7	-2	-1
CCc1cc(C(=O)NNC(=S)NCC2CCCO2)cs1 (stereo not drawn)	-3	0.5	-1	-3	-6	3	3	7	-13	-3
CCCCC(=O)N1CCCC(c2nc(-c3cccc(OC)c3)no2)C1 (stereo not drawn)	3	-0.2	-3	-3	1	-3	-2	0	-5	1

The list itself, repeating the preview:
SMILES	ADAM10 inh	KLK7 zymogen act	Tn6 DDE FP	Tn7 DDE FP	ADAM17 inh	ASAP1 inh	PLC-gamma1 inh	TDP2 inh	ARFGAP1 inh	LEDGF integ inh
Cc1ccc(-c2cccc(C3CC=CC4C3C(=O)N(Cc3ccccc3)C4c3ccc(C(F)(F)F)cc3)c2)cc1 (stereo not drawn)	-2	0.5	-10	-2	-1	8	-19	-7	0	-2
COCCn1nnnc1C(c1ccc(OC)c(OC)c1)N1CCN(C(=O)c2ccco2)CC1 (stereo not drawn)	-4	0.2	7	-5	-2	1	-1	17	-9	-2
CC(NC(=O)OCc1ccccc1)C(=O)Oc1cc2oc(=O)cc(-c3ccccc3)c2cc1Cl (stereo not drawn)	-305	24*	-5	5	-90	-3	i	0	-5	1
CN1C(=S)SC(N(O)C(=O)Nc2ccc(Cl)c(Cl)c2)C1(C)C (stereo not drawn)	17	0.6	-4	2	6	-18	3	-2	7	-1
COc1cc(S(=O)(=O)NCC(c2ccco2)N2CCCCC2)ccc1NC(C)=O (stereo not drawn)	-1	0.4	-6	-5	0	0	2	6	-2	2
CCCc1nc2c(C)cc(Br)cn2c1Cc1ccccc1	-14	0.3	3	4	-2	-13	-5	-5	7	-1
Nc1ccc(NC(=O)Nc2ccc(N)cc2)cc1	-2	-0.7	1	-2	-3	-6	-1	-1	1	-2
COc1ccc(NC(=O)CS(=O)CC(=O)Nc2cc(Cl)ccc2OC)cc1 (stereo not drawn)	2	0.1	-3	2	3	-18	0	7	-2	-1
CCc1cc(C(=O)NNC(=S)NCC2CCCO2)cs1 (stereo not drawn)	-3	0.5	-1	-3	-6	3	3	7	-13	-3
CCCCC(=O)N1CCCC(c2nc(-c3cccc(OC)c3)no2)C1 (stereo not drawn)	3	-0.2	-3	-3	1	-3	-2	0	-5	1
CN(C)CCCn1c(=S)[nH]c2ccccc2c1=O	2	-0.6	-3	2	-2	-15	2	-2	-8	-2
COc1ccc2cc(S(=O)(=O)Nc3ccccn3)ccc2c1	4	0.2	7	7	-3	-4	-6	-11	0	-1
Cc1cc(C(=O)CN2CCN(CC(=O)Nc3ccc(F)cc3)CC2)c(C)n1C1CC1	-32	0.5	-4	2	-2	0	-2	-5	1	-3
CC(=O)OCC(=O)[C@@]12OC3(CCCC3)O[C@@H]1C[C@H]1[C@@H]3CCC4=CC(=O)C=C[C@]4(C)[C@@]3(F)[C@@H](O)C[C@@]12C	19	0.7	3	-1	8.7*	-12	6	-13	-8	5
CC1CCN(c2cc(N3CCN(C(=O)c4ccc(F)c(F)c4)CC3)c([N+](=O)[O-])cc2F)CC1	-3	0.3	-6	7	-4	-2	-1	0	-5	-3
Cc1cc(NC(=O)CSc2nc(C(C)C)nc3ccccc23)no1	3	-0.5	1	3	-3	3	3	8	8	1
O=C(CSc1nccn1Cc1ccc(F)cc1)Nc1ccc(F)cc1F	-4	-0.1	6	3	1	-4	-3	5	0	-2
Cc1ccc(NC(=O)CCNC(=O)c2ccc(Cl)cc2)cc1C	-2	0.1	-2	3	2	3	-1	-11	-2	-4
COc1cc(C2Oc3ccccc3C=C2[N+](=O)[O-])cc(OC)c1OC (stereo not drawn)	-6	-0.3	7	-4	-1	3	-17	0	4	4
O=S(=O)(c1ccc(Br)s1)N1CCCCC1	-6	0.6	-3	-3	-4	-5	0	3	8	-1
Cc1ccc2nc(SCC(=O)Nc3ccc4c(c3)CCC4)[nH]c2c1	15	0.2	-3	-8	7	8	6	-5	8	3
CCNc1cc(Cl)nc(SC)n1	-6	0.0	9	2	-2	4	-1	-14	2	-2
Cc1cc(NC(=O)c2ccccc2)ncc1NC(=O)c1ccco1	2	0.5	12	-2	0	2	4	-1	-8	-1
O=[N+]([O-])c1ccccc1/C=C/C=N/n1c(-c2ccco2)n[nH]c1=S	-1	0.5	5	2	-1	0	3	2	-9	1
Cc1ccc(-n2ncc3c2CC(C)(C)CC3NC(=O)CCc2cnn(C)c2)cc1 (stereo not drawn)	-2	0.1	-4	1	-2	7	14*	-14	5	5
Next structures:
SMILES	ADAM10 inh	KLK7 zymogen act	Tn6 DDE FP	Tn7 DDE FP	ADAM17 inh	ASAP1 inh	PLC-gamma1 inh	TDP2 inh	ARFGAP1 inh	LEDGF integ inh
Cc1cc(NC(=O)C(C)Oc2ccc(C(C)(C)C)cc2)no1 (stereo not drawn)	4	0.0	9	2	-5	2	2	-4	0	1
O=S(=O)(c1ccc(Br)cc1)N1CCN(c2ccccc2)CC1	6	0.2	2	2	-3	7	-15	9	4	-4
COc1cccc(NC(=S)NCCN2CCOCC2)c1	-2	-0.7	2	-2	-1	6	1	12	-5	0
COc1ccc(-c2cc3ccc(OCC(=O)NCC4CCC(C(=O)O)CC4)cc3oc2=O)cc1 (stereo not drawn)	i	64*	7	-2	i	4	i	4	17	-5
O=C(NCCc1c[nH]c2ccccc12)OCc1cn(Cc2ccccc2Cl)nn1	1	0.3	9	-3	-5	.	-2	2	.	-5
CC(C)(C)OC(=O)NCc1n[nH]c(=S)n1C1CC1	4	0.1	-6	6	-5	-6	2	-3	-6	-3
COCc1nc2ccccc2n1Cc1ccccc1	-3	0.0	5	3	-10	-11	-1	2	-8	1
N#Cc1ccccc1S(=O)(=O)N1CCN(Cc2cc3c(cc2Br)OCCO3)CC1	5	-0.5	-6	5	2	9	4	3	5	-6
CC(Oc1ccc(-c2ccccc2)cc1)C(=O)N/N=C/c1cccnc1 (stereo not drawn)	6	0.5	-1	-3	3	-2	7	-13	14	1
NC(=O)CC(NC(=O)c1ccccc1)c1ccc(NC2CCC2)c([N+](=O)[O-])c1 (stereo not drawn)	4	0.6	4	-4	-2	-3	2	5	-11	0
CCC(C)(C)n1nnnc1C(c1ccc(OC)c(OC)c1)N1CCN(c2cccc(OC)c2)CC1 (stereo not drawn)	19	0.4	0	-2	1	0	3	5	9	-1
CC[C@@H]1CC2=C(C(=O)OC(C)(C)O2)[C@@H](CC)O1	-11	-0.2	-4	4	-3	11	-1	13	9	0
Cc1ccc(NC(=S)N(C)C(c2ccccc2)c2ccccc2)cc1C	-8	0.5	1	-2	-4	3	0	2	5	-4
Cc1ccc(CSCC(=O)Nc2ccc(F)cc2)cc1	4	-0.6	2	-7	-1	-5	2	2	1	1
N=c1n(CCN2CCCCC2)c2ccccc2n1CC(O)c1ccco1 (stereo not drawn)	6	-0.7	-9	6	-10	7	-4	-12	8	3
O=C(C1COc2ccccc2O1)N1CCN(c2nc3c(F)cc(F)cc3s2)CC1 (stereo not drawn)	2	0.9	1	0	2	1	-3	-16	9	1
CCC1(c2ccccc2)NC(=O)N(CC(=O)Nc2cc(C(F)(F)F)ccc2N2CCCC2)C1=O (stereo not drawn)	4	-0.6	-4	3	0	-3	4	8	2	-5
Cc1ccc(-c2nc(CS(=O)CC(=O)N3CCN(c4ccc(F)cc4)CC3)c(C)o2)cc1 (stereo not drawn)	0	-0.1	-5	-2	-2	12	1	-8	-2	-2
Cc1ccccc1OCC(=O)NCC(C)(C)N1CCOCC1	-6	0.5	2	4	0	-9	-3	-1	-6	0
O=C(c1cnccn1)N1CCN(C/C=C/c2ccccc2)CC1	3	-0.3	-1	3	2	-7	0	1	-7	-1
CN1C(CC(=O)c2ccccc2)CCCC1CC(O)c1ccccc1 (stereo not drawn)	-10	-0.6	1	4	-5	-8	1	3	-17	-2
CC(C)C(C)NC(=O)CSc1ccc(S(=O)(=O)N2CCOCC2)cn1 (stereo not drawn)	-6	0.7	-2	-1	-1	11	-2	6	0	-2
Cc1cc(CSc2ccccc2)ccc1NC(=O)COc1ccccc1C	7	0.0	8	1	0	-6	3	-2	-3	-1
Cc1ccc(N2C(=O)N3[C@H](c4ccc(F)cc4)[C@@H]4C(=O)N(C5CCCCC5)C(=O)[C@@H]4[C@]3(Cc3ccccc3)C2=O)cc1	1	-0.4	0	0	-1	12	-1	9	-7	1
Cc1onc(-c2ccccc2)c1C(=O)N1CCN(C)CC1	-3	-0.2	10	-6	-1	-8	4	4	6	1

Screens deposited in PubChem by The Scripps Research Institute Molecular Screening Center.
